KDM5B inhibitor: Primary screen for KDM5B Histone Demethylases FDH-coupled qHTS. Lysine-specific demethylase 5B (Homo sapiens), Q9UGL1. KDM5B demethylase, FDH-coupled NADH fluorescence (FDH is formaldehyde dehydrogenase). 220,000 compounds, 2.6% hits. Potency, µM (titrated, usually from 57.7 µM), for inactives: at the highest dose activity change, negative = inhibition, actives largely listed as inhibitors; active = well fitted inhibition curve with a large enough effect; inconclusive = small, poorly fitted or top-dose-only effect; inactive = no such curve, though single readings can be large or run the other way; note: 0% is about no effect; nearly all actives have a fitted effect of over 70% in size
Target sequence (Q9UGL1 whole entry, looked up): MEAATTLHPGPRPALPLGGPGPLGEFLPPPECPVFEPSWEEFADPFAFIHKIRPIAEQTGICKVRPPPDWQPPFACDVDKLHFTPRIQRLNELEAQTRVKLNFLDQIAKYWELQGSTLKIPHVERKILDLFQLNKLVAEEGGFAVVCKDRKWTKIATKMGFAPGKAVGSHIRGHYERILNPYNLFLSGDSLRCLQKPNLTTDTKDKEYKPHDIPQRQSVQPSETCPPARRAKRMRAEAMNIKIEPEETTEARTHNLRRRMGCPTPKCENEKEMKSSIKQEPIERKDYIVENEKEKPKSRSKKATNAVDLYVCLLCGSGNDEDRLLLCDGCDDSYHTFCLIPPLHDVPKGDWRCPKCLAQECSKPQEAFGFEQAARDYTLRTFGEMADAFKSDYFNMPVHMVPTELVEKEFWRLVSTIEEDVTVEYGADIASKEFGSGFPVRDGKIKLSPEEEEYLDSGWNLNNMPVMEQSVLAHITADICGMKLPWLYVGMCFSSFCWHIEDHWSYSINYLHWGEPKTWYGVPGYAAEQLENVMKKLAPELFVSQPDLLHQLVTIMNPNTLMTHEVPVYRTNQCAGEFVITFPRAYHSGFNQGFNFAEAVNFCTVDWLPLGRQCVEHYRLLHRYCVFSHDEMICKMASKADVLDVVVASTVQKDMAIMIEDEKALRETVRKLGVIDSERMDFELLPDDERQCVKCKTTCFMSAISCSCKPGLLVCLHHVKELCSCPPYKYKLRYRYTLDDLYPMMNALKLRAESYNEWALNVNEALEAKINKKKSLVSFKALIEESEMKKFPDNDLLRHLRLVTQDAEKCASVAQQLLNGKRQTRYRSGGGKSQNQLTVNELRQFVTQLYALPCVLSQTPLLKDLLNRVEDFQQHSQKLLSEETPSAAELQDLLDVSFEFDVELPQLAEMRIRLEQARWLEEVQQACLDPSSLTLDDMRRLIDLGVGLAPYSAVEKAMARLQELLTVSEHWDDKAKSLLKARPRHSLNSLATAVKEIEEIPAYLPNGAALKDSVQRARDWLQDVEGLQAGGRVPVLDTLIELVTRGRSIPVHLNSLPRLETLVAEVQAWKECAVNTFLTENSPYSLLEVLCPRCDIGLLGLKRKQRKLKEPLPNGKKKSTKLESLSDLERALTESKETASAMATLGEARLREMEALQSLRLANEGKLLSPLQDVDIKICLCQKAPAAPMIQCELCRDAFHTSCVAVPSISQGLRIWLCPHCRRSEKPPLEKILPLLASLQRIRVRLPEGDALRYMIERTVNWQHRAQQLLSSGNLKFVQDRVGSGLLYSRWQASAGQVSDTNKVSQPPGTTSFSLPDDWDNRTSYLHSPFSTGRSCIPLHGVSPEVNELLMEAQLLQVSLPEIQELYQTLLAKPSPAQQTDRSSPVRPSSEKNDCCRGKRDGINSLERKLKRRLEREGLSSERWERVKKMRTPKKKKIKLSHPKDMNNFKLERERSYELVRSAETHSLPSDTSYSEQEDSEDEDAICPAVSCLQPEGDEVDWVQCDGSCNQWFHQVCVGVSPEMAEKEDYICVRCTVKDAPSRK
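Here, H3K4me3 peptide (12.5 µM in substrate mix) is demethylated by KDM5BΔAP, 200 nM final, after 10 min compound exposure. Formaldehyde product is coupled through FDH (0.25 U/mL in mix) to NADH fluorescence; 30-min ΔRFU feeds dose-response curves.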
* marks the source's active call; other numbers are inactive results; ? = inconclusive; & = joins results of further samples; [ ] = another dose, or the depositor's remark. Potency is the fitted concentration of half-maximal effect. These rows are one share of the data. The share of hits here may be higher or lower than overall.

SMILES	KDM5B inhibitor
CCOc1c(Cl)cc(C(=O)NC(C)Cn2cccn2)cc1OC (stereo not drawn)	-6%
CCOC(=O)c1c(CN2CCC(C(=O)NCC(F)(F)F)CC2)nc2ccccc2c1C	-9%
CCOC(=O)CSC(C(N)=O)c1ccccc1 (stereo not drawn)	-9%
COc1ccc(/C=C/C(=O)c2ccc(O)cc2)cc1C	-28%
COCCNC(=O)CS(=O)Cc1nc(-c2ccc(C)cc2)oc1C (stereo not drawn)	18%
COCCOc1ccc2c(n1)CCN(C(=O)c1ccco1)C2	?
N#CCCN(C(=O)COC(=O)c1cc(Cl)ccc1[N+](=O)[O-])c1cccc(C(F)(F)F)c1	3%
COC(=O)[C@@H]1Cc2ncn(C)c2CN1C(=O)c1cccs1	?
c1ccc2c(c1)OCC(CSc1nnnn1C1CCCC1)O2 (stereo not drawn)	22%
CCCCc1cc(C[C@H]2CNCC[C@H]2CC(=O)Nc2nccs2)no1	?
COc1ccc(CNC(=O)N2CCc3ccccc3C2)cc1Cl	7%
CC(=O)Nc1ccc(NC2=C(C(N)=O)S(=O)(=O)c3ccccc32)cc1	?
COC(=O)c1ccccc1NS(=O)(=O)c1c(C)nn(C)c1C	20%
N#Cc1nc(-c2ccc(Cl)cc2)oc1NCc1ccc(Cl)cc1	-1%
Cc1ccc(CCC(=O)N2CCC(CO)(CN3CCCC3)CC2)cc1	-15%
CC(C)CN1C(=O)c2ccccc2C(C(=O)Nc2ccc(C(N)=O)cc2)C12CCCCC2 (stereo not drawn)	-7%
CCN1c2cc(C(=O)Nc3ccc(C#N)cc3)ccc2C(=O)N2CCCCCC21 (stereo not drawn)	?
COc1ccc(C(=O)c2c(C)oc3cc(C#N)c(C#N)cc23)cc1	-8%
COc1cc(CC2(CCC(=O)N3CCC(Oc4cccc(F)c4)CC3)CCC(=O)N2)ccc1F (stereo not drawn)	15%
O=C(c1ccc(Br)o1)N1CCc2nn(CC3CC3)c(=O)n2CC1	13%
CC(=O)N/N=C(\C)c1ccccc1	-1%
Cc1c(C(=O)N(Cc2ccc(Cl)cc2)CC2CCCO2)oc2ccc(F)cc12 (stereo not drawn)	?
Cn1c(=O)[nH]c(=O)c2c1nc(SCC(N)=O)n2Cc1ccccc1Cl	11%
CN(CC1CCOCC1)S(=O)(=O)c1ccc(Cl)cc1	-11%
CCOC(=O)CSc1ncn(-c2nc(NC)nc(N3CCCCC3)n2)n1	20%
CCOc1cc(C2C3=C(CCCC3=O)OC3=C2C(=O)CCC3)ccc1OCC(=O)O	4%
Cc1nc(NCc2ccc(S(=O)(=O)N(C)C)cc2)cc(C2CC(O)C2)n1 (stereo not drawn)	3%
O=C(Nc1ccc(Cl)cc1F)C1CCCN1S(=O)(=O)c1ccc(Br)cc1 (stereo not drawn)	-7%
CN1CCc2c([nH]c3ccccc23)C12CCN(C(=O)C1CC1)CC2	?
CCn1ncc(N2CCC(NC(=O)c3cccc(C)c3)CC2)cc1=O	-9%
CC1=C[C@@H](CO)[C@H](C(C)C)C[C@H]1CC(=O)N1CCN(CCO)CC1	-26%[86.2 µM]
COc1ccc(NC(=O)N2CCC3(CCNCC3)C2)cc1	-18%
CCOC(=O)C(NC(=O)/C=C/c1c(Cl)cccc1Cl)C(=O)OCC	26%
O=S(=O)(c1cccc2nsnc12)N(Cc1ccccc1)C1CC1	13%
O=C(CN(Cc1ccccc1)C(=O)c1csnn1)NCc1ccc2c(c1)OCO2	26%
CSc1ccccc1C(=O)Nc1c(C)cc(C)cc1Cl	10%
O=C(Cc1ccccc1)N1CCC(Oc2cnc3c(ccn3-c3cncnc3)c2)CC1	-25%[86.2 µM]
CCC(C)NC(=O)Cc1c(C)nc2ccccc2c1C (stereo not drawn)	16%
Cc1ccc(OC2(C(=O)NC(C)c3cn4ncsc4n3)CCNCC2)cc1 (stereo not drawn)	-32%
COc1cc(C#N)cc(Cl)c1OC(C)=O	2%

Another view of part of the listing above:
Compound: CCOC(=O)CSc1ncn(-c2nc(NC)nc(N3CCCCC3)n2)n1
  KDM5B inhibitor: 20%

Compound: CCOC(=O)C(NC(=O)/C=C/c1c(Cl)cccc1Cl)C(=O)OCC
  KDM5B inhibitor: 26%

Other results follow.
SMILES	KDM5B inhibitor
COc1ccc(CNC(=O)CC2CCN(C(=O)c3ccc4nc(-c5ccccc5)oc4c3)CC2)cc1	22%
O=C1CSC2(C(=O)Nc3ccccc32)N1c1ccc(Cl)c(Cl)c1 (stereo not drawn)	14%
OC(CNCc1ccc2ccccc2c1)c1ccccc1 (stereo not drawn)	7%
Cc1ccc(CN2C(=O)COC[C@H]2C(=O)Nc2cccc(C)c2)cc1	-10%
Nc1nc(COC(=O)c2cccc(Cl)c2)nc2ccccc12	?
COc1ccc(-c2cc(-c3ccc(OC)nc3)cn3cncc23)cc1	74%[activator][86.2 µM]
FC(F)(F)Oc1ccc(Nc2cnc3ccc(N4CCOCC4)nn23)cc1	?
COc1cc(NC(=O)c2ccc(Cn3cc(Cl)cn3)cc2)ccc1OC(F)F	5%
CCc1nnc(CN2CCC(N3CCCC(C(=O)N4CCOCC4)C3)CC2)o1 (stereo not drawn)	11%
O=C(c1cc2c(s1)CCCCCC2)N1CCN(S(=O)(=O)c2ccccc2)CC1	20%
C=C(C)CN(CC)C(=O)c1scnc1C	-4%
Cn1cnc(C(=O)N2[C@@H]3CC[C@H]2CC(NC(=O)c2ccncc2)C3)c1 (stereo partly drawn)	-8%
O=C(NC1=NCCS1)c1ccccc1Br	42%
CCN(CC)C(=O)c1ccc(C2CCCN2C(=O)c2ccc(OC)o2)s1 (stereo not drawn)	-14%
C#CCN(CC(=O)NC(=O)NC)C1CCCCC1	18%
Cc1ccccc1CSc1cn(CC(=O)N2CCCCCC2)c2ccccc12	?
CC(C)(C)NC(=O)N1CCCCCCNC(=O)[C@@H]2C[C@@H](C(=O)NCCc3cnc[nH]3)C[C@@H]21	-9%
O=C1CC(NS(=O)(=O)N2CCCCC2)CN1CCCc1ccccc1 (stereo not drawn)	-18%
CC[C@H]1CN(C(=O)Nc2cccc(OC)c2)CC[C@H]1CC(=O)N[C@@H](CO)CC(C)C	8%[86.2 µM]
CC(=O)NCCC(=O)N1CCOc2c(O)cc(-c3cccc(Cl)c3)cc2C1	-26%

3 entries drawn at random from those above:
SMILES	KDM5B inhibitor
O=C(Cc1ccccc1)N1CCC(Oc2cnc3c(ccn3-c3cncnc3)c2)CC1	-25%[86.2 µM]
COc1cc(CC2(CCC(=O)N3CCC(Oc4cccc(F)c4)CC3)CCC(=O)N2)ccc1F (stereo not drawn)	15%
FC(F)(F)Oc1ccc(Nc2cnc3ccc(N4CCOCC4)nn23)cc1	?

(further entries)
SMILES	KDM5B inhibitor
C=CCOc1ccccc1NC(=O)c1ccccc1	-3%
Cc1ccc2c(CNCCc3ccccc3)c(C(=O)O)n(Cc3ccccc3C)c2c1	-9%
COc1cc(NC(=O)c2cc(=O)[nH]c3ccccc23)cc(OC)c1	2%
CC(C)Nc1ccc2nnc(C3CCC3)n2n1	?
O=C(C1CC1)N(Cc1ccc2c(c1)CN(S(=O)(=O)c1cc(F)cc(F)c1)CCO2)c1ccccc1	-11%
COc1ccc(C(=O)NCCn2cc(SCC(=O)Nc3cccc(C)c3)c3ccccc32)cc1	-22%
Cc1nc([N+](=O)[O-])c(Br)n1Cc1ccccc1	2%
CCc1ccc(CNC(=O)c2cc3c(N4CCSCC4)nc(C)cn3n2)cc1	32µM*
Cc1ccc(-c2cnc(CCC(=O)Nc3ccn(C)n3)o2)cc1	5%
O=C(NC1CCCCCC1)c1ccc2c(c1)sc1nc(-c3ccccc3)cn12	-15%
Cc1ccc(S(=O)(=O)[C@H]2CS(=O)(=O)C[C@@H]2NCc2ccccn2)cc1	?
CCc1nc(-c2cc(S(=O)(=O)N3CCN(c4ccccc4F)CC3)ccc2OC)no1	20%
CCc1cc(C(N)=O)sc1C	-11%
CCc1nc2c(c(-c3ccc(OC)cc3)n1)CN([S+](=O)([O-])c1c(C)noc1C)CC2	?
O=C(Nc1ccc(=O)n2c1[C@@H]1C[C@@H](CN(C(=O)COc3ccccc3)C1)C2)c1cncnc1	157%[activator]
CCOc1ccccc1/C=C1\Oc2cc(OS(C)(=O)=O)ccc2C1=O	2%
Cc1cccc(CN2C(=O)c3ccccc3Sc3ccc(C(=O)NC4CCCCC4)cc32)c1	-10%
Cc1nc(N)nc(COc2ccccc2)n1	17%
CN1CC(=O)N(C2CCC2)Cc2c(NC3CCNCC3)ncnc21	?
O=C(c1ccc(S(=O)(=O)N2CCOCC2)cc1)N(c1ccc(Cl)cc1)C1C=CS(=O)(=O)C1 (stereo not drawn)	8%
CC(C)CCN1CCC(N2CCN(C(=O)c3ccc(F)cc3F)CC2)C1=O (stereo not drawn)	-2%
CCN(CC)Cc1ccc2c(c1)CN(C(=O)COc1ccc(C)cc1)CCO2	-22%
O=C(NCC1CC1)c1cn(C2CN(C(=O)NCc3ccccc3)C2)nn1	-3%
CCOc1cccc(C(=O)N(Cc2ccc(N(C)C)cc2)CC2CCCO2)c1 (stereo not drawn)	-2%
Cc1csc(C(C)N(C)C(=O)c2ccc(CCC(C)(C)O)cc2)n1 (stereo not drawn)	1%
CCCCC(=O)Oc1ccc(C2C3=C(CC(C)(C)CC3=O)OC3=C2C(=O)CC(C)(C)C3)cc1OC	30%[activator]
O=C(O)COc1ccc(-c2nccc3c2C(=O)N(Cc2c[nH]c4ccccc24)CC(COc2ccccc2F)O3)cc1 (stereo not drawn)	2%
COc1cc(C2CC(=O)Nc3nc(-c4ccccc4)[nH]c(=O)c32)ccc1OCc1cccc(Cl)c1 (stereo not drawn)	-1%
COc1ccc(S(=O)(=O)NCC2CCCO2)cc1NC(=O)c1ccccc1 (stereo not drawn)	4%
O=C(NCCc1ccc(Cl)cc1)C1CCN(C(=O)c2ccc(F)cc2)CC1	-10%
COCC(=O)N1CCC(OC2CCN(Cc3cccnc3)CC2)CC1	12%
CCOCc1nc(C2CCCN(C(=O)c3ccoc3)C2)no1 (stereo not drawn)	-14%
Cc1ccccc1C1C=C(c2ccccc2)OC(c2ccccc2)=C1C=O (stereo not drawn)	-13%
C/C(CC(=O)Nc1cc(Cl)cc(Cl)c1)=N\NC(=O)c1cccnc1	-26%
Cc1ccc(NC(=O)N2CCC(OC3CCN(S(C)(=O)=O)CC3)CC2)cc1C	-3%
Cc1ccc(C(=O)NC(C)c2cccc(C(F)(F)F)c2)cn1 (stereo not drawn)	18%
CCCNC(=O)COc1ccc(-c2noc(-c3ccccc3)n2)cc1OCC	-9%
NCc1ccccc1-c1ccc(F)cc1	-11%[149 µM]
CN(C)CCCN(C(=O)COc1ccccc1)c1nc2ccc(Cl)cc2s1	-11%&-3%
CCN1C(=O)Cc2ccccc2C1C(=O)NCc1ccccc1C (stereo not drawn)	-21%

Some of the entries above, reformatted:
CCN(CC)Cc1ccc2c(c1)CN(C(=O)COc1ccc(C)cc1)CCO2
  KDM5B inhibitor = -22%
O=C(NCC1CC1)c1cn(C2CN(C(=O)NCc3ccccc3)C2)nn1
  KDM5B inhibitor = -3%
CCOc1cccc(C(=O)N(Cc2ccc(N(C)C)cc2)CC2CCCO2)c1 (stereo not drawn)
  KDM5B inhibitor = -2%

Following part:
SMILES	KDM5B inhibitor
Cn1nc(C(=O)OCCOc2cccc(Br)c2)c2ccccc2c1=O	9%
Cc1ccc(C(CNC(=O)c2cc(=O)c3cc(Br)ccc3o2)N(C)C)o1 (stereo not drawn)	11%
CCc1ccc2nc(N(CCCN(C)C)C(=O)c3ccc(S(=O)(=O)N(C)C4CCCCC4)cc3)sc2c1	-25%
Cc1noc([C@@H]2CN(Cc3ccccc3F)C[C@H]2CO)n1	14%
O=c1cc(N2CCOCC2)oc2c(Nc3ccccc3)nccc12	-26%[86.2 µM]
CC(C)NC(=O)C1c2ccccc2C(=O)N(Cc2ccco2)C12CCCCC2 (stereo not drawn)	2%
COc1cc2c(cc1OC)C(C[C@H]1CN(S(=O)(=O)c3ccc(C#N)cc3)CC[C@H]1CC(=O)O)=NCC2	28µM*
Cc1c(C(=O)N2CCN(c3ccc(F)cc3)CC2)sc2nc3n(c(=O)c12)CCC3	7%
COc1ccc(NC(=O)N2CCCC(Cc3noc(-c4cnccn4)n3)C2)cc1 (stereo not drawn)	-16%
NC(=O)CC1CCCCN1C(=O)CCc1ncc(-c2ccccc2)o1 (stereo not drawn)	-2%
Cc1c(C(=O)N2CCOC(C)C2)cnn1-c1ccc(F)cc1 (stereo not drawn)	-8%
COCCN1CCC(N2CCN(S(=O)(=O)c3ccccc3Cl)CC2)C1=O (stereo not drawn)	-16%
CSc1ccccc1C(=O)Nc1ccc2c(c1)-c1ccccc1C2	-13%
Cc1ccc(-n2c(C3CCN(C(=O)c4ccc(F)cc4Cl)CC3)n[nH]c2=O)cc1	-9%
Cc1c(C(=O)N2CCN(c3ccccc3)CC2)sc2nc3n(c(=O)c12)CCC3	-2%
C[S+](=O)([O-])N1CC2(CCCN(Cc3ccccn3)C2)Cc2ccccc21 (stereo not drawn)	19%[115 µM]

Ordered by value in KDM5B inhibitor (falling): three from the list above
SMILES	KDM5B inhibitor
Cn1nc(C(=O)OCCOc2cccc(Br)c2)c2ccccc2c1=O	9%
NC(=O)CC1CCCCN1C(=O)CCc1ncc(-c2ccccc2)o1 (stereo not drawn)	-2%
Cc1ccc(-n2c(C3CCN(C(=O)c4ccc(F)cc4Cl)CC3)n[nH]c2=O)cc1	-9%

Source: PubChem (National Center for Advancing Translational Sciences (NCATS))
